Screens (PubChem)
Jurkat NFkB inh = lowers PMA/ionomycin-induced NF-kB signal in Jurkat cells; 0.53% of 330,000 active; PMA/ionomycin-induced NF-kB luciferase reporter, luminescence; AID 435003; inhibition, % at 4 µM; in the data active = inhibition above about 50%
CCR6 antag = blocks CCL20-driven beta-arrestin recruitment at human CCR6 | P51684 | CHO-K1 CCR6 PathHunter beta-arrestin, luminescence, CCL20-stimulated | inhibition, % at 20 µM | 0.49% of 340,000 active | AID 493098;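 active = compounds whose inhibition of the agonist-driven luminescence signal at 20 µM reaches about 50%, limit read from the data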;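 also: cells stimulated with CCL20 at 14 nM final; plate controls were DMSO with CCL20 for no effect and DMSO without agonist for full effect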
Gli-Sufu block = antagonists of Gli-Sufu signaling. Sufu-KO-LIGHT fibroblasts, Gli luciferase reporter luminescence. inhibition, % at 5 µM. 0.74% of 340,000 active. AID 588413;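 active = inhibition above about 55%, limit read from the data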;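 also: 0% = DMSO-treated cells and 100% = wells with medium but no cells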
Mdm2 MdmX PPI = inhibitors of human Mdm2/MdmX interaction | O15151+Q00987 | SaOS-2 split-luciferase Mdm2/MdmX complementation, luminescence | inhibition, % at 8 µM | 3% of 330,000 active | AID 485346;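 active = inhibition of at least 50% at 8 µM in the primary screen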
Target sequence (O15151 whole entry, looked up): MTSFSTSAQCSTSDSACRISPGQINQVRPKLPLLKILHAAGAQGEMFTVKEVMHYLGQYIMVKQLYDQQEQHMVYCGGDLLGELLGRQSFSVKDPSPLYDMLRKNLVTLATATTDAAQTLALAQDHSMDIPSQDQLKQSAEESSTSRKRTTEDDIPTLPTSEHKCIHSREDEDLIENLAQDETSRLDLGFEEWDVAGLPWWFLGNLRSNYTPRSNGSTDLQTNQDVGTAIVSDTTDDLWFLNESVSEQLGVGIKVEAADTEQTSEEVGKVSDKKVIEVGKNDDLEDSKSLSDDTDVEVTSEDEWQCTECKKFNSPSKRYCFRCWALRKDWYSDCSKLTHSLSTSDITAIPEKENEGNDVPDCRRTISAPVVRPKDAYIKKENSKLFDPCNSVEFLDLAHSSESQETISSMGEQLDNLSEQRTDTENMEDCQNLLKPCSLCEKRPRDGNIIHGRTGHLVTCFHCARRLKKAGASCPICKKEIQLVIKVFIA
Target sequence (Q00987 whole entry, looked up): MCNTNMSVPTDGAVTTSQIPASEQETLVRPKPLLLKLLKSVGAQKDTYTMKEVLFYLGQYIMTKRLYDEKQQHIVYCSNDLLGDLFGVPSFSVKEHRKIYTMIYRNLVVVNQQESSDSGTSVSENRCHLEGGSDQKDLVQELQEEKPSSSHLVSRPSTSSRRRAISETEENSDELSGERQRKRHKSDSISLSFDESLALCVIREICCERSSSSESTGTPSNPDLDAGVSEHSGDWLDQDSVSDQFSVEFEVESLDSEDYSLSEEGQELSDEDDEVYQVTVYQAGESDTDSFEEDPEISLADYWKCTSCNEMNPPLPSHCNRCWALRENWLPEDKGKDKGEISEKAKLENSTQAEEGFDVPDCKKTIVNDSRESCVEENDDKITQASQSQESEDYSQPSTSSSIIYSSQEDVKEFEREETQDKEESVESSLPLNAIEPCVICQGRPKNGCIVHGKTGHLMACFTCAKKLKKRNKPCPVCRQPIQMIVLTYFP
697 NFkB inh = inhibitors of the PMA/ionomycin-induced NF-kB reporter in 697 B cells. AID 435022. inhibition, % at 4 µM. 0.33% of 330,000 active. 697 B-cell NF-kB luciferase reporter, 16 h; in the data active = inhibition above about 35%
EBI2 block = blocks human EBI2 receptor beta-arrestin signaling; P32249; EBI2 beta-arrestin recruitment, luminescence, 7a,25-OHC stimulated; inhibition, % at 5 µM; 0.81% of 360,000 active; in the data active = inhibition above about 38%;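 also: enzyme fragment complementation signal reports receptor beta-arrestin coupling in cells; 0% = agonist plus DMSO wells and 100% = wells without agonist; some results beyond the cut were filed as inactive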
CHOP UPR activ = apoptotic UPR (CHOP) activation; CHO-CHOP luciferase reporter, luminescence; percent of tunicamycin response over DMSO baseline; activation, % at 10 µM; 0.34% of 330,000 active; AID 449763;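 active = at 10 µM dose, activation of 40% or more, normalized to positive control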;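 also: 100% = tunicamycin at 10 µg/mL and 0% = DMSO alone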
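System: CHO CHOP reporter cells. Amount: 500 cells per well. Buffer or medium: F12 medium, 10% FBS. Compound dosing: one dose, 10 µM in 0.5% DMSO. Incubation: 6 h compound exposure at 37 °C after overnight seeding. Technique: Steady-Glo luciferase luminescence. Benchmarks: tunicamycin and DMSO controls.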
XBP1 UPR activ = activators of adaptive arm of unfolded protein response (XBP1); CHO-XBP1 luciferase reporter, IRE1-XBP1 UPR activation, luminescence; percent of tunicamycin response, DMSO as zero; activation, % at 20 µM; 0.33% of 330,000 active; AID 463104;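 active = versus positive control, 20 µM dose yields 30% or more activation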;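 also: 100% = tunicamycin at 10 µg/mL and 0% = DMSO only wells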
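Material: CHO cell line with stable XBP1 luciferase reporter; schedule: 16-18 h cell attachment at 37 °C, then 6 h compound exposure; signal: glow luminescence from Steady-Glo reagent; medium: serum-containing F12 medium, 10% FBS; benchmarks: tunicamycin 10 µg/mL and vehicle-only wells; read-out: percent activation relative to tunicamycin reference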
CXCR6 block = blocks human CXCR6 beta-arrestin recruitment; O00574; CHO-K1 PathHunter CXCR6 beta-arrestin, luminescence; inhibition, % at 20 µM; 0.36% of 360,000 active; AID 602244; in the data active = inhibition above about 34%, passing the limit was not always enough;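 also: antagonist mode with CXCL16 agonist at 10 nM final; 0% = 10 nM CXCL16 with DMSO and 100% = unstimulated wells without agonist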
* marks the source's active call; other numbers are inactive results; . = not tested or not shown; & = joins results of further samples. An excerpt, so the mix of outcomes need not match the whole.

SMILES	Jurkat NFkB inh	CCR6 antag	Gli-Sufu block	Mdm2 MdmX PPI	697 NFkB inh	EBI2 block	CHOP UPR activ	XBP1 UPR activ	CXCR6 block
COC(=O)C1=C(c2cccc(C#N)c2)C[C@@H]2CC[C@H]1N2C(=O)N1CCC(C)CC1	6	17	4	25	-1	-5	-0.2	0	10
COc1ccc2c(c1)c(C(=O)CN1CCC3(CC1)OCCO3)c(C)n2Cc1ccccc1	-10	25	-4	-7	-12	8	-1.4	-1	7
O=Cc1cn(Cc2ccc(Br)cc2)c2ccccc12	6	13	5	-5	5	-3	-0.9	-2	4
CN1CCN(CC(=O)Nc2ccc([N+](=O)[O-])cc2C(=O)c2ccccc2)CC1	9	1	13	23	-3	-8	1.6	1	6
CC(Cl)(Cl)/C(=N/P(=S)(N1CCOCC1)N1CCOCC1)N1CCOCC1	15	-1	1	8	-22	-3	1.8	1	-15
CCOCCN1CCN(c2nnc3n2-c2ccc(Cl)cc2C(c2ccccc2Cl)=NC3)CC1	-3	-8	15	16	17	-7	-1.5	-5	-3
CCN1C[C@]2(COC(=O)c3ccccc3N)CC[C@H](OC)C34[C@@H]5C[C@H]6[C@H](OC)[C@@H]5[C@](O)(C[C@@H]6OC)[C@@](O)([C@H]13)[C@@H](OC)[C@@H]42	-16	4	9	-9	7	-7	-0.1	-6	-10
CCOC(=O)[C@]1(C#N)[C@@H]2C=CC(C(C)=O)=CN2[C@@H](C(N)=O)[C@@H]1c1ccsc1	-3	14	-1	7	0	-7	0.7	-2	-7
COC(=O)C1=C(c2ccc(OC)c(OC)c2)C[C@@H]2CC[C@H]1N2C(=O)NCCOc1ccccc1	9	-12	8	3	7	-7	1.9	0	-4
C/C(=N\Nc1ccccc1)c1c(O)[nH]c(=O)[nH]c1=O	17	-13	6	18	10	-5	0.3	-2	-12
CCOc1cc2c(cc1OCC)-n1cccc1C(c1cc(OC)ccc1F)NC2 (stereo not drawn)	3	16	7	5	-17	11	0.7	-1	-4
O=C1NC(=O)C(CCc2ccncc2)(Cc2ccc3c(c2)OCO3)C(=O)N1CCc1ccccc1 (stereo not drawn)	-4	31	-16	4	-22	2	-1.4	-2	-9
Oc1ccc(C2NCc3ccccc3-n3cccc32)cc1Cl (stereo not drawn)	-2&-9	-21&3	-2&-8	-1&6	-7&6	4&1	-0.6&0.1	0&-1	2&-2
Cc1cc(-c2ccccc2)cc(C)[n+]1Cc1ccccc1	19	8	79*	-19	-10	-3	0.3	2	-4
CN(C)[C@@H]1C(=O)C(C(N)=O)=C(O)[C@@]2(O)C(=O)C3=C(O)c4c(O)ccc(Cl)c4[C@@](C)(O)[C@H]3C[C@@H]12	.	-7	0	.	.	-12	.	.	2
COc1ccc(OC)c(N2Cc3ccccc3C2=N)c1	-9	1	37	10	17	-14	0.5	-1	0
CC1CCCN(C(=O)CN2C3CCC2CC(O)(c2ccc(F)cc2)C3)C1 (stereo not drawn)	4	5	7	0	-15	-4	-1.7	-2	2
CN(C)CC1CSCCC1(O)c1ccccc1 (stereo not drawn)	-15	0	-3	-3	5	-14	0.5	-1	5
CN(Cc1ccccc1)Cc1ccccc1OC(=O)N(C)C	-4	9	1	15	8	-17	-1.2	-1	-5
Cc1ccc(NP(=O)(Nc2ccc(C)cc2)Oc2ccccc2)cc1	5	6	7	36	14	7	2.6	-1	4
COc1ccc(N=Cc2c(O)n(Cc3cccs3)c(=O)[nH]c2=O)cc1	-7	2	2	20	-11	31	1.4	3	-8
CCCCC(=O)N/N=C/c1c(O)n(CC)c(=S)[nH]c1=O	-1	5	9	12	19	-5	-0.2	-1	9
COC(=O)C1=C(c2cccc(OCc3ccccc3)c2)C[C@@H]2CC[C@H]1N2C(=O)NCc1ccccc1C(F)(F)F	-3	21	31	19	-7	19	5.4	-3	15
Cc1ccc(-c2nc3ccccc3c(=O)n2-n2cccc2)cc1	5	-7	3	-3	-3	-5	-1.2	-3	-14
Cc1c(C=C2C(=O)N(C)C(=S)N(C)C2=O)c2ccccc2n1CC(=O)NCC1CCCO1 (stereo not drawn)	-18	12	1	21	14	-8	2.2	-4	3
O=C(O)c1ccc2c(c1)C1C(Cl)C(Sc3ccccc3[N+](=O)[O-])CC1C(c1cccc([N+](=O)[O-])c1)N2 (stereo not drawn)	.	-1	5	.	.	-6	.	.	1
Cc1ccc(NC(=O)c2cn(CCC#N)nc2-c2ccc3c(c2)OCCO3)c([N+](=O)[O-])c1	-7	12	-4	-21	-5	-2	1.0	-1	8
COC(=O)C1=C(c2cccc(C#N)c2)C[C@@H]2CC[C@H]1N2C(=O)NCCOc1ccccc1Cl	-6	13	13	14	0	12	2.0	0	7
CC(=O)N1CCN(CCN=Cc2c(O)n(-c3ccc(F)cc3)c(=S)[nH]c2=O)CC1	2	7	3	16	10	-5	0.0	-4	2
CCN1CCN(C(=O)COc2ccc(S(=O)(=O)N3CCOCC3)cc2Cl)CC1	-5	7	-1	9	-11	-5	0.6	-3	2
O=P(CCl)(Nc1ccccc1)C(Cl)(Cl)Cl (stereo not drawn)	-1	0	-1	10	3	-4	-0.6	-2	0
Cc1ccc(OCC(=O)N2CCN(Cc3cccnc3)CC2)cc1	-13	-5	7	-25	15	53*	-0.6	1	-11
Cc1cc(NC(=O)CCl)on1	3	-4	4	-4	18	-2	2.1	-3	6
N[C@@H](Cc1c[nH]c2ccccc12)c1nnc(SCc2c(F)cccc2Cl)o1	4	8	-1	19	10	7	29	-3	5
C=CCN1C(=O)C2(C(C(=O)OCC)=C(N)Oc3c2c(=O)oc2ccccc32)c2ccccc21 (stereo not drawn)	-32	-7	-8	6	4	13	1.0	0	-2
C=C1[C@H]2CC[C@H]3[C@]4(C)C[C@H](O[C@H]5O[C@H](CO)[C@@H](OS(=O)(=O)O)[C@H](OS(=O)(=O)O)[C@H]5OC(=O)CC(C)C)C[C@@H](C(=O)O)[C@H]4CC[C@]3(C2)[C@H]1O	-2	0	2	3	-1	-16	3.1	-8	4
CC1CN2c3ccc([N+](=O)[O-])cc3CC3(C(=O)N(C)C(=O)N(C)C3=O)C2C(C)O1 (stereo not drawn)	-7	9	4	18	7	-24	1.3	-3	9
Cc1ccc(Cl)cc1N1CCN(CCN)CC1	-2	2	-12	11	-19	-10	0.5	-4	-11
O=C(NCC(c1cccnc1)N1CCN(c2ccc(F)cc2)CC1)Oc1ccccc1 (stereo not drawn)	15	9	9	14	-1	5	0.2	0	7
Cc1ccc(-c2nc3ccccc3c(=O)n2-c2ccccn2)cc1	1	-9	-7	15	22	-14	1.7	-2	-6
O=C(COc1ccc(S(=O)(=O)N2CCCCC2)cc1)N1CCN(Cc2ccccc2)CC1	3	6	-2	-1	11	-1	-0.4	-4	-10
Cc1ccc(/C=C2/C(=O)NC(=O)N(CCc3ccc(F)cc3)C2=O)o1	2	20	32	10	-3	28	1.1	-2	-13
CCC(=O)N1CC(=O)Nc2ccc(Cl)cc2C1c1ccc(F)cc1 (stereo not drawn)	-14	-12	15	33	-3	-1	1.0	1	3
COC(=O)C1C2c3ccccc3OC1(C)N=c1s/c(=C/c3cnn(C)c3C)c(=O)n12 (stereo not drawn)	5	-1	-1	-14	27	-4	-1.9	6	-7
CCn1nc(-c2ccccc2)nc2c(=O)n(C)c(=O)nc1-2	16	48	-12	74*	-101	5	-6.6	-10	6
O=C(Cc1ccccc1)OCCNC(=O)c1cccnc1	-11	2	7	18	1	-4	-1.3	-6	-3
Cc1ccc(OCC(=O)N2CCN(C)CC2)c(Br)c1	-17	5	-7	12	-25	0	2.9	3	8
Nc1cc2nc3ccccc3nc2cc1N	-2	-14	-3	25	-9	-28	2.6	-1	-3
Cc1cc(N2CCOCC2)nc2ccc(NC(=O)CCC(=O)N3CCC4(CC3)OCCO4)cc12	2	0	-22	0	-7	-3	1.3	-1	-8

Grouped by structure, the compounds so far with a Cl atom
SMILES	Jurkat NFkB inh	CCR6 antag	Gli-Sufu block	Mdm2 MdmX PPI	697 NFkB inh	EBI2 block	CHOP UPR activ	XBP1 UPR activ	CXCR6 block
CC(Cl)(Cl)/C(=N/P(=S)(N1CCOCC1)N1CCOCC1)N1CCOCC1	15	-1	1	8	-22	-3	1.8	1	-15
CCOCCN1CCN(c2nnc3n2-c2ccc(Cl)cc2C(c2ccccc2Cl)=NC3)CC1	-3	-8	15	16	17	-7	-1.5	-5	-3
Oc1ccc(C2NCc3ccccc3-n3cccc32)cc1Cl (stereo not drawn)	-2&-9	-21&3	-2&-8	-1&6	-7&6	4&1	-0.6&0.1	0&-1	2&-2
CN(C)[C@@H]1C(=O)C(C(N)=O)=C(O)[C@@]2(O)C(=O)C3=C(O)c4c(O)ccc(Cl)c4[C@@](C)(O)[C@H]3C[C@@H]12	.	-7	0	.	.	-12	.	.	2
O=C(O)c1ccc2c(c1)C1C(Cl)C(Sc3ccccc3[N+](=O)[O-])CC1C(c1cccc([N+](=O)[O-])c1)N2 (stereo not drawn)	.	-1	5	.	.	-6	.	.	1
COC(=O)C1=C(c2cccc(C#N)c2)C[C@@H]2CC[C@H]1N2C(=O)NCCOc1ccccc1Cl	-6	13	13	14	0	12	2.0	0	7
CCN1CCN(C(=O)COc2ccc(S(=O)(=O)N3CCOCC3)cc2Cl)CC1	-5	7	-1	9	-11	-5	0.6	-3	2
O=P(CCl)(Nc1ccccc1)C(Cl)(Cl)Cl (stereo not drawn)	-1	0	-1	10	3	-4	-0.6	-2	0
Cc1cc(NC(=O)CCl)on1	3	-4	4	-4	18	-2	2.1	-3	6
N[C@@H](Cc1c[nH]c2ccccc12)c1nnc(SCc2c(F)cccc2Cl)o1	4	8	-1	19	10	7	29	-3	5
Cc1ccc(Cl)cc1N1CCN(CCN)CC1	-2	2	-12	11	-19	-10	0.5	-4	-11
CCC(=O)N1CC(=O)Nc2ccc(Cl)cc2C1c1ccc(F)cc1 (stereo not drawn)	-14	-12	15	33	-3	-1	1.0	1	3
